Screening results (PubChem BioAssay)
SRC3 TRFRET art – TR-FRET detection interference compounds, artefact control for PPARgamma SRC-3 recruitment agonists, biochemical, TR-FRET ratio; TR-FRET ratio at 8 µM; 99,000 tested, 0.39% active; TR-FRET artefact counter-screen, PPARgamma/SRC-3 format; stronger effect = higher value; AID 1048, 2008; in the data active = TR-FRET ratio above about 2000; note: inactives centre near 1600
SRC1 TRFRET art – TR-FRET detection interference compounds, primary screen, artefact control for PPARgamma SRC-1 recruitment agonists, biochemical, TR-FRET emission ratio | 99,000 tested, 0.34% active | TR-FRET detection artefact counter-screen; stronger effect = higher value | TR-FRET ratio at 8 µM; in the data active = TR-FRET ratio above about 2300; note: inactives centre near 1800
Starred values were filed as active, the others as inactive. Only part of the results is shown, so the mix of outcomes need not match the whole.

Fields – SRC1 TRFRET art	SRC3 TRFRET art
Cc1nn(Cc2ccccc2)c(C)c1C(=O)OCC(=O)NC1CCS(=O)(=O)C1 (configuration not stated)
 : 1774	1455
CN(C)c1ccc(P(=S)(N(C)C)N(C)C)cc1
 : 1866	1769
C[C@H]1CCCC(=O)CCCCCc2cc(O)cc(O)c2C(=O)O1
 : 1770	1651
CN1CCC(O)(c2ccc(Cl)cc2)C(C(=O)c2ccc(Cl)cc2)C1 (configuration not stated)
 : 1844	1667
CC(=O)N1CCC2(CC1)CC(=O)c1cc(OCC(=O)N3CCC4(CC3)OCCO4)ccc1O2
 : 1674	1521
COCCNCCOc1ccc(C(C)(C)c2ccccc2)cc1
 : 1798	1699
CCCn1c(C(=O)c2ccc(OC)cc2)nc2ccccc21
 : 1633	1516
CC(C)NC(=O)c1ccc(N2CC3CC(C2)c2cccc(=O)n2C3)c([N+](=O)[O-])c1 (configuration not stated)
 : 1769	1337
CC1CCCCN1Cc1ccc(Cl)nc1 (configuration not stated)
 : 1679	1415
N#Cc1ccccc1NC(=O)CN1CC=C(c2ccccc2)CC1
 : 1925	1242
O=C1C=Cc2ccccc2C1=O
 : 1729	1545
CCOC(=O)C1(c2ccccc2)CCN(CC(=O)Nc2cccc3ccccc23)CC1
 : 1639	1415
Cc1cc(C)cc(N2C(=O)NC(=O)/C(=C/c3cccn3-c3ccc(Cl)cc3)C2=O)c1
 : 1640	1391
C=CCN1C(=O)/C(=C\c2ccc(N3CCOCC3)o2)C(=O)NC1=S
 : 1833	1524
COc1ccc(CC2c3cc(OC)c(OC)cc3CCN2C)cc1O (configuration not stated)
 : 1549	1622

For reference, part of the list above.
Fields – SRC1 TRFRET art	SRC3 TRFRET art
Cc1nn(Cc2ccccc2)c(C)c1C(=O)OCC(=O)NC1CCS(=O)(=O)C1 (configuration not stated)
 : 1774	1455
CN(C)c1ccc(P(=S)(N(C)C)N(C)C)cc1
 : 1866	1769
C[C@H]1CCCC(=O)CCCCCc2cc(O)cc(O)c2C(=O)O1
 : 1770	1651
CN1CCC(O)(c2ccc(Cl)cc2)C(C(=O)c2ccc(Cl)cc2)C1 (configuration not stated)
 : 1844	1667

The list goes on:
Fields – SRC1 TRFRET art	SRC3 TRFRET art
O=C(c1ccc(N2CC3CC(C2)c2cccc(=O)n2C3)c([N+](=O)[O-])c1)N1CCCC1 (configuration not stated)
 : 1710	1654
O=C(CN1CCCC1=O)NCCc1ccccc1
 : 1736	1621
CN(C)C(=O)Oc1cccc(-c2cn3cc(Cl)ccc3n2)c1
 : 1599	1387
COc1ccc2[nH]c(C)c(CCNCc3cc(OC)c(OC)c(OC)c3)c2c1
 : 1819	1202
Cc1cc(C=C(C#N)C#N)ccc1N1CCCC1
 : 1700	1634
O=[N+]([O-])c1ccc(N2CCCC2)c2ccncc12
 : 1625	1614
COC(=O)c1ccccc1N=Cc1c(O)[nH]c(=S)[nH]c1=O
 : 1557	1396
CC1(C)C(=O)C=C[C@]2(C)[C@H]3CC[C@@]4(C)[C@H](c5ccoc5)OC(=O)[C@H]5O[C@]54[C@]3(C)[C@H](O)C[C@@H]12
 : 1590	1547
CCOC(=O)C1(CCc2ccccc2)CCN(Cc2cccc3cnccc23)CC1
 : 1577	1466
CCc1ccc(CN2CCN(C(=O)Cc3ccccc3)CC2)cc1
 : 1869	1763
C=C(CO)CC1CC(O)[C@]2(C)OC3CC4OC5C[C@]6(C)O[C@]7(C)CCC8OC9C[C@]%10(C)OC%11C(C)=CC(=O)OC%11CC%10OC9C[C@@H](C)C8OC7CC6O[C@]5(C)C/C=C\C4OC3CC2O1 (some centres not stated)
 : 1916	1535
CC(=O)c1ccc(-c2ccccc2)cc1
 : 1812	1613
O=C(C[n+]1ccn(CCCNP2(=O)C=C(c3ccccc3)OC(c3ccccc3)=C2)c1)c1ccccc1
 : 1853	1611
O=c1[nH]c(=O)n(Cc2ccco2)c(O)c1/C=N/N1CCCCCC1
 : 1747	1643
CCCNc1oc(-c2cccc3ccccc23)nc1C#N
 : 1691	1776
O=C(Cc1ccccc1)N1CCN(C2CCCCCC2)CC1
 : 1763	1383
O=C1NC(=O)N(Cc2ccccc2)C(=O)/C1=C\N1CCCc2ccccc21
 : 1762	1480
O=C(Nc1cccc2ccccc12)N1CCC2(CC1)OCCO2
 : 1734	1594
Cn1c(O)c(N=Nc2ccc(S(=O)(=O)N3CCOCC3)cc2)c(=O)n(C)c1=O
 : 1982	1724
O=C(c1ccc(N2CCCCC2)c([N+](=O)[O-])c1)N1CCC2(CC1)OCCO2
 : 2089	1670
CN(C)c1ccc(C=C2C(=O)NC(=O)NC2=O)cc1[N+](=O)[O-]
 : 1914	1606
Cc1cc(Cl)ccc1C(=O)C1CCCN(C2CCSCC2)C1 (configuration not stated)
 : 2064	1371
CC[N+]1(C)CCCC(OC(=O)C(O)(c2ccccc2)c2ccccc2)C1 (configuration not stated)
 : 1806	1677
Cc1nonc1OCCNCCNc1ccc([N+](=O)[O-])c2cccnc12
 : 1957	1631
COC(=O)C(=O)N1CC2(C)CNCC(C)(C1)C2=O
 : 1803	1530
CN(C(=O)Oc1ccc(Cl)c2cccnc12)c1ccccc1
 : 2106	1739
Cc1cc(OCCCC(=O)NCc2cccs2)ccc1Cl
 : 1747	1619
CC12CNCC(C)(CNC1)C2O (configuration not stated)
 : 2132	1591
CC(C)n1c(=O)c(C=Nc2ccc(Cl)cc2)c(O)n(Cc2ccco2)c1=O
 : 1879	1756
Cc1ccc2nc(C)n(-c3ccc(F)cc3)c(=O)c2c1
 : 1941	1637
Cn1cccc1/C=C1/C(=O)NC(=O)N(Cc2ccccc2)C1=O
 : 1770	1515
O=C(CCl)NCC1CCCO1 (configuration not stated)
 : 1713	1500
CC(C)CN(C(=O)CN1CC=C(c2ccccc2)CC1)c1c(N)n(CC(C)C)c(=O)[nH]c1=O
 : 1818	1594
Cn1cc(C=C(C#N)C#N)c2ccccc21
 : 1702	1657
Cc1ccc(N2C(=O)NC(=O)/C(=C/c3cnc(-c4ccccc4)nc3)C2=O)cc1C
 : 1965	1404
OC(COCc1ccc(Cl)cc1)CN1CC=C(c2ccccc2)CC1 (configuration not stated)
 : 1963	1539
CN1CCCCC1c1ccc(-c2cccnc2)nc1 (configuration not stated)
 : 1669	1573
O=P(O)(Oc1ccccc1)OC(c1ccccc1)C(F)(F)C(F)(F)F (configuration not stated)
 : 1655	1429
COc1cc(OC)c(C=O)c(OC(=O)N(C)C)c1
 : 1824	1603
CCCCC(CC)CNCC(O)c1ccccc1 (configuration not stated)
 : 1857	1708
COc1ccc(CN2C(=O)NC(=O)/C(=C\c3cccc(OC)c3OC)C2=O)cc1
 : 1943	1555
CC(=O)OC1(c2ccccc2)CCN(C2CCCCC2)CC1C (configuration not stated)
 : 1892	1321
CCCCC(=O)N/N=C/c1c(O)n(Cc2ccco2)c(=O)[nH]c1=O
 : 1924	1859
C=Cn1ccnc1P(O)(=S)c1nc(C)c(CCOC(C)=O)s1 (configuration not stated)
 : 1568	1405
CN1CCN(/N=C/c2c(O)n(C)c(=O)n(C)c2=O)CC1
 : 1639	1491
Cc1nc2ccccc2c(=O)n1-c1ccccc1[N+](=O)[O-]
 : 1592	1502
Cc1cccc(-n2c(-c3ccccc3)nc3ccccc3c2=O)n1
 : 1760	1686
Cc1ccc(-c2nn(CCC#N)cc2C(=O)O)cc1C
 : 1927	1755
COc1ccc(-c2nn(CCC#N)cc2C(=O)O)cc1
 : 1729	1578
COc1ccc2c(c1OC)C(=O)OC2c1c(O)n(Cc2ccc(F)cc2)c(=O)[nH]c1=O (configuration not stated)
 : 2088	1531
Cc1c(C(c2ccc(Br)cc2)c2c(O)c3ccccc3oc2=O)c(=O)n(-c2ccccc2)n1C (configuration not stated)
 : 1885	1715
O=c1[nH]c(=O)n(C2CCCCC2)c(O)c1C=Nc1ccc(N2CCOCC2)cc1
 : 1776	1718
Cc1ccc2c(c1)=C/C(=C\c1c(O)[nH]c(=O)[nH]c1=O)C(=O)N=2
 : 2027	1586
COc1ccc(CN2C(=O)NC(=O)/C(=C\c3ccco3)C2=O)cc1
 : 1709	1498
COc1ccc(N2C(=O)NC(=O)/C(=C/c3ccc4c(c3)Cc3ccccc3-4)C2=O)cc1
 : 1757	1785
O=C(Cn1cc(C(=O)c2ccccc2F)c2ccccc21)NC1CC1
 : 1897	1586
COc1cccc(C2(O)CCN(Cc3ccncc3)CC2)c1
 : 1858	1721
Cc1ccc(-n2c(O)c(C=Nc3ccc(Br)cn3)c(=O)[nH]c2=O)cc1
 : 1769	1531
CN1c2ccc([N+](=O)[O-])cc2CC2(C(=O)NC(=O)NC2=O)C1c1ccccc1 (configuration not stated)
 : 1627	1609
Cc1nn(Cc2ccccc2)c(C)c1C(=O)OCC(=O)Nc1cc(S(C)(=O)=O)ccc1Cl
 : 1675	1294

(continued)
Fields – SRC1 TRFRET art	SRC3 TRFRET art
Cc1nn(Cc2c(Cl)cccc2Cl)c(Cl)c1C(=O)O
 : 1709	1462
CCCCn1c(=O)c(C(=O)Nc2ccccc2S(N)(=O)=O)c(O)c2ccccc21
 : 1739	1594
CSCc1nnc2n1-c1ccc(Cl)cc1C(c1ccccc1)=NC2
 : 1805	1493
O=C(c1ccccc1)c1ccccc1N=Cc1c(O)[nH]c(=O)[nH]c1=O
 : 1951	1610
O=C1NC(=S)N(c2ccc(Br)cc2)C(=O)/C1=C/N1CCN(C(=O)c2ccco2)CC1
 : 1735	1661
CN(C)P(=S)(Nc1ccccc1)C(Cl)(Cl)Cl (configuration not stated)
 : 1884	1633
CCc1ccccc1NC(=O)CNC1CCCCC1
 : 1751	1364
S=P(Nn1cnnc1)(c1ccc(Br)cc1)c1ccc(Br)cc1
 : 1730	1561
CC(C)C(=O)Nc1ccc(S(=O)(=O)N2CC3CC(C2)c2cccc(=O)n2C3)cc1 (configuration not stated)
 : 1822	1457
C[N+]1(CC2COC(c3ccco3)O2)CCCCC1 (configuration not stated)
 : 1781	1322
CC1NCCC2(O)CCCCC12 (configuration not stated)
 : 1701	1611
N#Cc1c(Cl)nc(Cl)c2c1CCN(Cc1ccccc1)C2
 : 1973	1690
CC(C)C(=O)Nc1ccc(N2CCN(C)CC2)c(F)c1
 : 1866	1475
O=P(O)(Oc1ccccc1)OC(c1ccccc1)C(F)(F)F (configuration not stated)
 : 1639	1761
Cc1ccccc1NC1(C#N)CCCCC1
 : 1295	1571
CSc1ccc(C(=O)C2CCCN(Cc3cc4ccccc4[nH]3)C2)cc1 (configuration not stated)
 : 2016	1748
NNC(=O)c1ccc(Cl)cc1
 : 1856	1522
Clc1ccc(COC(Cn2ccnc2)c2ccc(Cl)cc2Cl)c(Cl)c1 (configuration not stated)
 : 1577	1560
O=C(Nc1ccncc1)c1cccn(Cc2ccccc2)c1=O
 : 1734	1594
OCC12COC3c4ccccc4C(OC1)N32 (configuration not stated)
 : 1551	1547
CC(CCc1ccccc1)NC(C)C(O)c1ccc(O)cc1 (configuration not stated)
 : 1797	1599
CCOP(=O)(OCC)C(NC(=O)c1cccc2ccccc12)C(Cl)(Cl)Cl (configuration not stated)
 : 1565	1574
CC12CCC(=O)C=C1CCC1C2CCC2(C)C(O)CCC12 (configuration not stated)
 : 1775	1615
CCc1ccc(NC(=O)C(C)OC(=O)c2c(C)nn(Cc3ccccc3)c2Cl)cc1 (configuration not stated)
 : 1828	1683
CN1CCN(CCOC2c3ccccc3CSc3ccc(Cl)cc32)CC1 (configuration not stated)
 : 2061	1694
CCOc1ccc(N2C(=O)NC(=O)/C(=C\c3ccc(N4CCCCC4)o3)C2=O)cc1
 : 1574	1564
Nc1ccc(N=Nc2ccccc2)cc1
 : 2009	1644
COc1ccc(Cn2c(O)c(/C=N/NC(=O)c3ccccc3O)c(=O)[nH]c2=O)cc1
 : 1962	1426
Cc1ccc(-c2ccc(=O)n(CCC(=O)N3CCC4(CC3)OCCO4)n2)cc1
 : 1964	1645
O=C(N/N=C/C1C(=O)NC(=S)N(c2ccccc2)C1=O)c1cc(Br)c(O)c(Br)c1 (configuration not stated)
 : 1661	1534

Whole records as entered above.
CC(=O)c1ccc(-c2ccccc2)cc1 is listed with SRC1 TRFRET art: 1812; SRC3 TRFRET art: 1613
CC(=O)OC1(c2ccccc2)CCN(C2CCCCC2)CC1C (configuration not stated) is listed with SRC1 TRFRET art: 1892; SRC3 TRFRET art: 1321

(next part)
Fields – SRC1 TRFRET art	SRC3 TRFRET art
COc1cc2c(cc1OC)CN(c1ccc([N+](=O)[O-])c(C(F)(F)F)c1)CC2
 : 1731	1451
O=C(C(=O)N1CCOCC1)c1cn(Cc2c(F)cccc2Cl)c2ccccc12
 : 1689	1555
COC1=CCC2([N+](=O)[O-])CN(C)CC1([N+](=O)[O-])C2 (configuration not stated)
 : 1756	1598
CCN1CCC2(CC1)NC(=O)c1ccccc1O2
 : 1829	1691
COc1ccc(C(=O)CN2CCCCC2)cc1
 : 2159	1596
N=C1c2ccccc2CN1NC(=O)c1ccc(Br)cc1
 : 1628	1549
Fc1ccccc1CCNCc1cccc2ccccc12
 : 1817	1549
CCc1cccc(C)c1NC(=S)N1CC2CC(C1)c1cccc(=O)n1C2 (configuration not stated)
 : 2003	1712
COc1ccc(C[C@@H]2c3cc(O)c(OC)cc3CCN2C)cc1O
 : 1771	1571
Cc1ccc(C)c(OCC(=O)N2CCN(Cc3ccc4c(c3)OCO4)CC2)c1
 : 1869	1549
CC(=O)NNC(=O)CN1C(=O)CN=C(c2ccccc2)c2cc(Br)ccc21
 : 1802	1375
C=CCN1C(=O)/C(=C/c2cccs2)C(=O)NC1=S
 : 2016	1673
O=[N+]([O-])c1cc2c(cc1CNCCc1ccc3c(c1)OCO3)OCO2
 : 1610	1517
CCN(CC)c1ccc(CNCCc2ccccc2F)cc1
 : 1928	1692
CCc1nc(N2CCNCC2)c(C#N)c2c1CSC(C)(C)C2
 : 1847	1378
